Source: PubChem (National Center for Advancing Translational Sciences (NCATS))
aSyn yeast rescue: qHTS of alpha-syn Inhibitors: NCGC Sytravon Library Screen; Potency, µM (doses to about 46.1 µM), for the others: top-dose growth rescue (activation), hits mostly activators; AID 1347070, 2019; hit rate 0.02% among 94,000; S. cerevisiae alpha-synuclein toxicity rescue, BacTiter-Glo growth, 24 h; active = well fitted activation curve with a large enough effect; inconclusive = small, poorly fitted or top-dose-only effect; also: 0% is about no effect
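Growth restoration measured by BacTiter-Glo luminescence after 24 hr at 30 deg C; alpha-synuclein yeast, raffinose-pregrown to mid-log, were added at OD600=0.02 in galactose medium onto pinned compounds.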
Active calls of the source: *; ? = inconclusive; & = joins results of further samples; [ ] = remark or other dose. Potency is read from the fitted curve at half-maximal effect. Not all compounds are listed; rates above refer to the full screens.

SMILES | aSyn yeast rescue
CN(Cc1ccccc1F)C(=O)c1cccc(NC(=O)CC2SC(N3CCCCC3)=NC2=O)c1 (stereo not given) | -39.6%[inhibitor]
O=C1C=C(c2ccc(CO)cc2)C[C@@H](c2ccc(F)cc2)C1 | 7.0%
CCOc1cc(CNC(=O)NC2COc3ccccc3C2)cc(OCC)c1OCC (stereo not given) | -12.2%
OCCN1CCN(c2ncnc3c2cnn3-c2cccc(Cl)c2)CC1 | 5.7%
Nc1c(C(=O)c2ccccc2)sc2nsc(SCCN3CCCC3)c12 | 17.7%
CN(C)c1ccc(CNC(=O)CN2C(=O)CCn3nc(-c4cn(C)c5ccccc45)cc32)cc1 | -8.9%
Cc1ccccc1N(CC(=O)N1CCN(Cc2ccccc2)CC1)S(C)(=O)=O | -0.7%
Nc1ccc(/C=C/c2ccc3ncccc3c2)cc1 | -1.9%
COc1ccc(-n2c(/C=C/c3cccc(C(F)(F)F)c3)nc3ccccc3c2=O)cc1Cl | -12.2%
COc1ccc(Cl)cc1C(=O)OCC(=O)N(C)CC(=O)Nc1ccc(F)cc1 | 6.8%
COc1ccc(N2CCN(c3csc4ccc(Cl)cc4c3=O)CC2)cc1 | -16.2%
COc1ccc(-n2c(SCC(=O)C(C)(C)C)nc3ccsc3c2=O)cc1 | -5.6%
CC1Cc2cccc3c(O)c(C(=O)c4nn[nH]n4)c(=O)n1c23 (stereo not given) | -2.2%
CN(C(=O)COC(=O)c1cc2c(s1)CCCCC2)c1ccccc1 | 0.1%
Cc1cccc(N2CCN(C(=O)Cn3cccc3)CC2)c1C | -0.4%
Cc1ccc(NC(=O)C(=O)NCC(c2cccnc2)N2CCN(C)CC2)cc1C (stereo not given) | 1.2%
Cc1cc(C)c(Cn2c(=O)n(-c3ccccc3Cl)c(=O)c3c(C)c(C(=O)N(C)C)sc32)c(C)c1 | 6.4%
CCOc1ccc(NC(=O)Cn2c(=O)n(Cc3ccc4c(c3)OCO4)c(=O)c3ccc(C(=O)NC4CCCCC4)cc32)cc1 | -4.4%
O=C(Oc1c(-c2ccccc2)c(=O)n2c3c(cccc13)CC2)c1ccccc1 | -12.5%
CN1CCN(c2ccc(NC(=O)c3cccs3)cc2)CC1 | -5.6%
COc1cc(OC)c(N(C)C(=O)Nc2cn(CC(C)C)c(=O)c3ccccc23)cc1Cl | -5.2%
Cc1ccc(F)cc1NC(=O)Cn1c(=O)nc(-c2ccccc2F)c2cc(Cl)ccc21 | 3.8%
O=C(CSc1nc2[nH]ncc2c(=O)[nH]1)Nc1ccccc1F | -10.4%
CCSc1nnnn1-c1cccc(C(=O)O)c1 | -8.9%
COc1ccc(CCNC(=O)c2cc(S(=O)(=O)N3CCc4ccccc43)ccc2F)cc1OC | 8.5%
Other compounds:
SMILES | aSyn yeast rescue
O=C(O)C1CCCCC1C(=O)NCc1ccccn1 (stereo not given) | -10.6%
O=C(O)CC1COc2ccccc2N1C(=O)c1ccccc1Cl (stereo not given) | -5.2%
CN(CCCC(=O)Nc1ccccc1F)S(=O)(=O)c1ccc(F)cc1 | 7.3%
C=CCC(Nc1ccccc1)c1cccc(OC)c1OC (stereo not given) | -0.9%
COc1ccc(/C=N\NC(=O)c2ccc(=O)[nH]n2)cc1O | -14.2%
COc1ccc2c(CNCc3ccc(C)o3)c(C(=O)O)n(Cc3ccccc3)c2c1 | 4.5%
Cc1ccc(S(=O)(=O)NC(=O)Nc2cccc(C)n2)cc1 | -7.0%
Cc1cccc(-c2c3c(nc4c2c(=O)n(C)c(=O)n4C)-c2ccccc2C3O)c1 (stereo not given) | 11.9%
COCCNC(=O)c1ccc2c(=O)n(CCOC)c(SCC(=O)c3c[nH]c4ccccc34)nc2c1 | -1.3%
N#Cc1ccsc1NC(=O)CSc1nnc(NC2CC2)s1 | 11.7%
CCCCN1C(=O)C(O)(CC(=O)c2ccc(C(C)(C)C)cc2)c2ccccc21 (stereo not given) | ?
Cc1ccc(S(=O)(=O)CC(C)(O)CS(=O)(=O)c2ccc(C)cc2)cc1 | -6.0%
O=C(Cn1c2c(c(-c3ccccc3)cc1=O)CCCC2)N1CCCCCC1 | -4.3%
Cn1nc(C(=O)Nc2cccc(C(F)(F)F)c2)c2c1-c1ccccc1S(=O)(=O)C2 | 6.1%
CC(=O)c1cccc(NC(=O)CSc2nnc(C(C)N(C)C)n2-c2ccc(F)cc2)c1 (stereo not given) | 3.6%
COc1ccc(S(=O)(=O)N2CCCC2CNC(=O)C(=O)NCc2ccccc2Cl)cc1 (stereo not given) | 1.1%
COc1ccccc1N(Cc1cc2cccc(C)c2[nH]c1=O)C(=O)c1cccc(Cl)c1 | 1.3%
CNC(=O)C1CCC(Cn2c(=O)c3sccc3n(CC(=O)Nc3ccccc3)c2=O)CC1 (stereo not given) | 3.4%
CCOC(=O)c1cccc(NC(=O)c2cc(S(=O)(=O)N3CCCC3)cn2C)c1 | -0.6%
Nc1nc(N)nc(-c2ccccc2-c2nc(N)nc(N)n2)n1 | -10.1%
CS(=O)(=O)N1CCC(N2CCN(Cc3ccc(F)cc3)C(=O)C2=O)CC1 | 6.2%
CCOc1ccc(NC(=O)c2oc3ccccc3c2NC(=O)COc2cccc(OC)c2)cc1 | -0.1%
COc1ccc(CSc2nc3ccncc3n2CC(=O)Nc2ccc(C)c(F)c2)cc1 | -8.4%
O=C(NCCN1CCOCC1)C1CC(=O)N(c2ccc(Cl)cc2)C1 (stereo not given) | 2.2%
COCCNC(=O)CCn1c(=O)c2cc(OC)c(OC)cc2n(CC(=O)Nc2ccc(F)c(Cl)c2)c1=O | 1.1%

Sorted by number of heavy atoms (descending): part of the list above
SMILES | aSyn yeast rescue
COCCNC(=O)CCn1c(=O)c2cc(OC)c(OC)cc2n(CC(=O)Nc2ccc(F)c(Cl)c2)c1=O | 1.1%
CS(=O)(=O)N1CCC(N2CCN(Cc3ccc(F)cc3)C(=O)C2=O)CC1 | 6.2%
Cc1ccc(S(=O)(=O)CC(C)(O)CS(=O)(=O)c2ccc(C)cc2)cc1 | -6.0%

Two of the compounds above, comma-delimited:
SMILES,aSyn yeast rescue
CCCCN1C(=O)C(O)(CC(=O)c2ccc(C(C)(C)C)cc2)c2ccccc21 (stereo not given),?
Cc1ccc(S(=O)(=O)CC(C)(O)CS(=O)(=O)c2ccc(C)cc2)cc1,-6.0%

Later entries:
SMILES | aSyn yeast rescue
CCOc1ccc2ncc(S(=O)(=O)c3ccccc3)c(N3CCN(c4ccccc4)CC3)c2c1 | 5.9%
Cc1cccc(C)c1NC(=O)CCS(=O)(=O)c1ccc2c(c1)n(C)c(=O)c(=O)n2C | -10.4%
CCc1ccc2occ(CC(=O)Nc3c(C(=O)Nc4ccc(OC)cc4)oc4ccccc34)c2c1 | 2.4%
O=C(NCc1ccco1)c1ccc(CS(=O)c2ccccc2Cl)o1 (stereo not given) | 4.1%
Cc1ccc(C)c(N2CCN(S(=O)(=O)c3ccc4c(c3)CC(=O)N4C)CC2)c1 | -4.7%
COC(=O)c1n[nH]n(-c2ccccc2)c1=O | 4.9%
CC(S(=O)(=O)c1ccccc1)S(=O)(=O)c1ccccc1 | -3.2%
C[C@@H]1CN([C@H](C)CO)C(=O)CCCn2cc(nn2)CO[C@H]1CN(C)C(=O)Nc1cccc(Oc2ccccn2)c1 | 2.0%
CCOc1ccc(NC2CCN(C(C)=O)CC2)cc1 | -2.5%
Cc1ccc(NC(=O)N2CCC3(CC2)Oc2ccccc2C(=O)N3Cc2ccc(F)cc2)cc1 | 9.2%
O=C(O)C1C2CCC(O2)C1C(=O)Nc1ccc(F)cc1 (stereo not given) | -2.0%
CCc1ccccc1NC(=O)CN(Cc1ccccc1)S(=O)(=O)c1ccc2nc(C)sc2c1 | -5.8%
CCOC(=O)c1cc2c(=O)n3ccccc3nc2n(Cc2ccco2)c1=NC(=O)c1cccc(Br)c1 | 6.9%
CCOc1ccc(NC(=O)CCC(=O)NNC(=O)COc2ccccc2C)cc1 | 13.4%
CCOC(=O)c1c(NC(=O)CSc2cn(CCNC(=O)c3ccccc3F)c3ccccc23)sc2c1CCC2 | 3.6%
CCOC(=O)Cn1c(=O)oc2cc(S(=O)(=O)NC3CCCCC3)ccc21 | 1.5%
CC(=O)Nc1ccc(S(=O)(=O)C(C#N)c2nc3ccccc3nc2NCCCO)cc1 (stereo not given) | 1.7%
C=CCC1(N(C(C)=O)c2ccccc2C)CCCCC1 | -1.5%
COc1ccccc1CNC(=O)c1cccc(Nc2nc3ccccc3n3nnnc23)c1 | -9.6%
COc1ccc(-c2nc(-c3ccccc3)c(-c3ccc(F)cc3)[nH]2)c(OC)c1C | -16.1%
COc1ccc(CC(=O)NCCc2csc(-c3cccc(F)c3)n2)cc1OC | 5.2%
O=C(N/N=C/c1cccnc1)C1CC1(c1ccccc1)c1ccccc1 (stereo not given) | 3.5%
O=C(Nc1ccc2nc(SCC(=O)N3CCc4ccccc43)sc2c1)c1cccc(F)c1 | -6.7%
CCN(CC)C(=O)CSc1nnc(-c2ccccn2)n1Cc1ccccc1 | 3.4%
CCOC(=O)N1CCC(N2Cc3cccc(C(=O)O)c3C2=O)CC1 | 6.0%

Given field by field: part of the list above.
CCN(CC)C(=O)CSc1nnc(-c2ccccn2)n1Cc1ccccc1
  aSyn yeast rescue: 3.4%
CCOc1ccc(NC2CCN(C(C)=O)CC2)cc1
  aSyn yeast rescue: -2.5%
CCOc1ccc2ncc(S(=O)(=O)c3ccccc3)c(N3CCN(c4ccccc4)CC3)c2c1
  aSyn yeast rescue: 5.9%
CCOC(=O)N1CCC(N2Cc3cccc(C(=O)O)c3C2=O)CC1
  aSyn yeast rescue: 6.0%

Further structures
SMILES | aSyn yeast rescue
O=C(Nc1cc(F)ccc1F)c1cccc(-n2cnnn2)c1 | -2.2%
O=C(Nc1c(C(=O)Nc2ccc(F)cc2)oc2ccccc12)c1cc2ccccc2o1 | 5.8%
Cc1cccc(-n2ncc3c(N4CCCCCC4)ncnc32)c1 | 3.6%
COC(=O)c1ccccc1NC(=O)c1cc(CN2CCOCC2)on1 | -3.5%
Cc1ccc(Cn2c(=O)n(CCc3ccccc3)c(=O)c3sc4ccccc4c32)cc1 | 10.1%
O=C(CSc1nncs1)Nc1nccs1 | 1.1%
Cc1c(C(=O)OCC(=O)Nc2cccc(S(N)(=O)=O)c2)oc2c1ccc1ccccc12 | 1.4%
O=C(NCCCNC(=O)c1cnccn1)c1ccc(Br)cc1 | 1.4%
CC(=O)Nc1ccc2c(=O)n(-c3ccccc3)sc2c1 | -21.8%
Cc1ccnc(NCc2cc(Cl)ccc2O)c1 | 3.6%
COc1ccc(OC)c(-c2csc(NC(=O)CN3C(=O)NC4(CCCC4)C3=O)n2)c1 | 4.2%
CC(=O)c1cccc(NC(=O)c2cc3c(s2)-c2c(C)cccc2OC3)c1 | 2.2%
CCOC(=O)C1CCCN(C(=O)Cn2ncc3c(=O)oc4ccc(C)cc4c32)C1 (stereo not given) | 12.0%
COC(=O)C(C)NC(=O)COc1ccc2ccccc2c1 (stereo not given) | -2.3%
CCOC(=O)N1CCN(S(=O)(=O)N2CCCC(C(=O)NCc3cc(Br)ccc3OC)C2)CC1 (stereo not given) | -4.0%&3.7%
Cc1ccc(NC(=O)c2ccc(=O)[nH]n2)cc1C | -0.6%
COc1cc(CN2CCNC(=O)C2CC(=O)O)cc(OC)c1 (stereo not given) | 13.0%
COc1cc2c(cc1OC)C(CC(=O)O)N(C(=O)CC1CCCC1)CC2 (stereo not given) | 5.2%
Cn1ccnc1SCC(=O)n1c2c(c3ccccc31)CCCC2 | -23.5%
Cc1cc(C)c2oc(C(=O)Nc3ccc(S(=O)(=O)Nc4ncccn4)cc3)cc(=O)c2c1 | 1.6%
COc1ccc(NCc2cccn2-c2nnc(N3CCOCC3)s2)c(OC)c1 | 9.4%
CCOc1ccc(CN(C)C(=O)CNC(=O)c2ccc(Br)o2)cc1OC | 5.9%
COCCNC(=O)C(=O)Nc1ccc2nc3n(c(=O)c2c1)CCCCC3 | 3.1%
CCOC(=O)CSc1cc(C)nc2ccc(OC)cc12 | -0.6%
O=C(Cn1c(=O)n2nc(-c3cccc(F)c3)nc2c2ccccc21)N1CCN(c2ccc(F)cc2)CC1 | -11.4%
More compounds
SMILES | aSyn yeast rescue
COC(=O)c1ccccc1NC(=O)CCCS(=O)(=O)c1nc(-c2ccccc2OC)cc(C(F)(F)F)n1 | -0.2%
CCOc1cccc(CC(=O)NCc2ccc3c(c2)CCN3C(=O)c2cccc(C)c2)c1OCC | 4.4%
COc1ccccc1CNC(=O)Cn1c(=O)oc2cc(Cl)ccc21 | -13.1%
CCc1nc2ccccc2n1CCCCOc1cccc(C)c1 | 3.7%
CCOC(=O)C1CCN(S(=O)(=O)c2ccc(N3CCCCS3(=O)=O)cc2)CC1 | 0.9%
CCc1nnc(NC(=O)c2cccc(S(=O)(=O)N(C)c3ccc(OC)cc3)c2)s1 | -4.2%
CCC(CC)C(=O)Nc1ccc2nc(SCC(=O)N3CCCC3)sc2c1 | -9.8%
O=C(CN1C(=O)NC2(CCCCC2)C1=O)NCc1cccs1 | -8.8%
COc1ccccc1OCC(=O)NC1CC(=O)N(c2ccc3c(c2)OCCO3)C1 (stereo not given) | -8.3%
Cc1cccn2c(=O)c3cc(C(=O)NCCc4ccccc4)c(=N)n(Cc4ccco4)c3nc12 | 4.8%
Cc1ccc(C(=O)NCC(=O)Nc2ccc3c(c2)OCCO3)cc1 | -7.4%
Cc1ccccc1Nc1c(-c2ccncc2)nc2ccc(Cl)cn12 | 8.5%
CCc1ccc(NC(=O)CN2CCN(Cc3ccccc3)S2(=O)=O)cc1 | 6.4%
Cc1cc2n(n1)CCC(=O)N2Cc1ccc(C(=O)Nc2ccc(Br)c(C)c2)cc1 | -12.3%
CCOc1ccc(-n2nc(CO)c(C(=O)NCc3ccccn3)n2)cc1 | 2.8%
O=C(NCc1ccccc1)C1CCN(S(=O)(=O)Cc2ccccc2)CC1 | 2.1%
COc1cccc2c(C)cc3nnc(SCC(=O)Nc4ccc(C)cc4)n3c12 | 8.0%
COCCNC(=O)CSc1nc(-c2ccccc2)[nH]c1-c1ccc(C)cc1 | -10.8%
